From PubChem BioAssay
RmlCD inh 1536: inhibitors of Mycobacterium tuberculosis RmlC and RmlD coupled enzymes; RmlC+RmlD coupled enzyme assay, percent inhibition; primary screen in compound mixtures; inhibition, % at 3.6 µM; actives 0.03% (n = 160,000); AID 1533; in the data active = inhibition mostly above about 34%, no sharp cut-off; inconclusive = no clear call, values can overlap the other calls; inactive = mostly below about 22%; also: some results filed as inactive read as strong as hits
Target sequence (P9WH09 whole entry, looked up): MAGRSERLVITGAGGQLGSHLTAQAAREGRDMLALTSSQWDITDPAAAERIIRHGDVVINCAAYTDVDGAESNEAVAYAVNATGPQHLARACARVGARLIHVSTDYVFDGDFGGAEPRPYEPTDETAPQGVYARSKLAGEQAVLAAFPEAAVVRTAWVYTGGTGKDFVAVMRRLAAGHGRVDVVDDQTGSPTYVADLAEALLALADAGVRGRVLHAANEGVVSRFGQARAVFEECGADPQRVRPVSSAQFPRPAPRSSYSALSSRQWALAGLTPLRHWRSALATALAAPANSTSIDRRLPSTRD
Target sequence (P9WH11 whole entry, looked up): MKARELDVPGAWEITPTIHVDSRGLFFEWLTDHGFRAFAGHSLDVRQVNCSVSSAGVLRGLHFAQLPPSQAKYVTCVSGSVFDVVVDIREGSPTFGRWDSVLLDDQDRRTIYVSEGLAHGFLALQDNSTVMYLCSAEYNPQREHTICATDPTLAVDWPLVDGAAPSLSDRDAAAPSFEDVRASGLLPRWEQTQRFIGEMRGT
M. tuberculosis GlmU: inhibition of mycobacterial GlmU enzyme – biochemical, glucosamine-1-phosphate acetyltransferase (AID 1376) | M. tuberculosis GlmU acetyltransferase enzyme assay; higher % means a stronger effect | inhibition, %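 (tested at 30 µM in the primary screen)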, or IC50 in µM where a hit was titrated | actives 0.25% (n = 220,000); in the data active = inhibition above about 13%; inconclusive = no clear call, values can overlap the other calls;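 also: 0% = complete reaction with vehicle and 100% = reaction without substrate; strong numbers were not always called active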
* marks the source's active call; other numbers are inactive results; ? = inconclusive; . = not tested or not shown. Some of the compounds tested; rates above refer to the full screens.

SMILES	RmlCD inh 1536	M. tuberculosis GlmU
COc1ccc(OCC(O)CNC(=O)c2sccc2Cl)cc1 (stereo not given)	.	3.3%
Cc1ccccc1-n1c(SC(C)C(N)=O)nnc1-c1cccnc1 (stereo not given)	.	7.6%
Cc1cccc(OCCNC(=O)c2cc(-n3cnnc3)ccc2Cl)c1	.	-3.7%
CSc1ccc(S(=O)(=O)Nc2ccc(F)cc2)cc1	-1	-1.2%
CCOC(=O)c1c(N)n(Cc2ccc(OC)cc2)c2nc3ccccc3nc12	28	2.8%
COc1cccc2c(=O)cc(C)n(CC(=O)Nc3ccc(Br)cc3)c12	15	2.8%
Cc1nc2c(ncn2-c2ccccc2)c(=O)n1NC(=O)CN1CCN(C)CC1	-5	-6.6%
COc1ccc(C(=O)Nc2ccc(C3CC3(Cl)Cl)cc2)cc1 (stereo not given)	.	-1.8%
O=C(c1ccco1)N1CCN(C(=O)c2cc(-c3ccncc3)nc3ccc(Br)cc23)CC1	.	0.5%
CCc1cc2c(=O)c(-c3cnn(-c4ccccc4)c3)c(C)oc2cc1OCC(=O)Nc1cccc(C)c1	12	-0.5%
COCCN(C(=O)CSc1nc2ccccc2c(=O)n1C(C)COC)c1c(N)n(Cc2ccccc2)c(=O)[nH]c1=O (stereo not given)	14	-5.8%
C/C(=N\NC(=O)CCc1ccccc1)C1C(=O)c2ccccc2C1=O	8	6.3%
C=CCn1c(=O)c2ccc(C(=O)NCc3ccccc3)cc2n(Cc2ccccc2Cl)c1=O	0	0.4%
Cc1cc(C)cc(NC(=O)C(Sc2nnc(C)c(=O)[nH]2)c2ccccc2)c1 (stereo not given)	-3	11%
O=C(Nc1ccccc1F)c1cc(S(=O)(=O)N2CCCCC2)cs1	8	-6.2%

Individual results from above.
Reading of CCOC(=O)c1c(N)n(Cc2ccc(OC)cc2)c2nc3ccccc3nc12 in RmlCD inh 1536: 28
Reading of O=C(c1ccco1)N1CCN(C(=O)c2cc(-c3ccncc3)nc3ccc(Br)cc23)CC1 in M. tuberculosis GlmU: 0.5%

New compounds follow
SMILES	RmlCD inh 1536	M. tuberculosis GlmU
CCN(CC)CCN1C(=O)c2ccccc2NC1c1cccc(F)c1 (stereo not given)	23	1.6%
C=CCn1c(SCc2ccc(C(=O)OC)cc2)nnc1-c1sc(N)nc1C	.	-3.2%
O=C(c1cnccn1)N1CCN(S(=O)(=O)c2ccc3ccccc3c2)CC1	1	-1.0%
O=C(CSc1ccc2c(c1)OCCO2)NCc1ccccc1	-7	-0.8%
Cc1ccnc(NC(=O)Nc2cccc(F)c2)c1	-1	3.1%
CCOC(=O)N1CCC2(CC1)C(C#N)=C(N)OC1=C2C(=O)CC(C)(C)C1	0	-1.9%
Nc1c(C(=O)NCc2ccco2)nnn1Cc1ccccc1	5	2.9%
COc1ccc(NC(=O)CSc2nnc(CNC(=O)c3ccco3)n2-c2ccccc2OC)cc1	?	.
CCc1ccc(NC(=O)N(CCOC)C2CCN(C(C)=O)CC2)cc1	.	4.6%
CN1CCN(c2ccc(NC(=O)c3ccc(C(F)(F)F)cc3)cn2)CC1	0	-7.6%
FC(F)(F)c1cccc(NC(=S)N2CCCCCC2)c1	5	-1.9%
O=C(CCc1ccc(S(=O)(=O)NCc2ccccc2)cc1)NCc1ccco1	2	-1.5%
O=C(Cc1ccccc1[N+](=O)[O-])NCc1ccc(Cl)cc1	.	4.4%
COc1ccc(CN=C(NS(=O)(=O)c2cccs2)SC)cc1	-7	0.8%
CCOC(=O)C(=O)c1c(-c2ccccc2)nc2ccccn12	9	-3.6%
C/C(=N\NC(=O)COc1ccccc1)c1ccc(O)cc1	.	0.4%
Cn1c(=O)cc(OCC(=O)N2CCC3(CC2)OCCO3)c2ccccc21	-12	-0.5%
COc1ccc(OC)c(S(=O)(=O)N2CCCCC2C(=O)N2CCN(c3ccccn3)CC2)c1 (stereo not given)	.	1.1%
CCC(=O)N/N=C(\C)CC(=O)Nc1cccc([N+](=O)[O-])c1	.	7.7%
O=C(c1ccccc1)c1cccn1CC(=O)N1CCN(c2ccccc2)CC1	.	0.9%
CCCCCSc1nc2c(c(=O)[nH]c(=O)n2C)n1C(C)C	.	6.1%
CC1(C)Cc2c(ccc3ccccc23)C2=C(C(=O)N3CCCC3)C(=O)C(=O)N21	-15	6.6%
O=[N+]([O-])c1ccc2[nH]ncc2c1	-2	6.9%
CCC(C)(C)n1nnnc1C(c1ccc(C)cc1)N1CCSCC1 (stereo not given)	-7	3.2%
Cn1c(COc2nnc(-c3ccc(Cl)cc3)c3ccccc23)nc2ccccc21	-5	.
O=C(O)c1ccc2c(c1)C(=O)N(Cc1ccccc1)C2=O	12	3.2%
O=[N+]([O-])c1cc(S(=O)(=O)NCCN2CCOCC2)ccc1Sc1nnnn1-c1ccccc1	27	4.5%
Cc1nnc(NC(=O)CSc2ccc3nnc(-c4cccnc4)n3n2)s1	8	0.3%
Cc1ccc2nc3sc(-c4nnc(-c5ccccc5[N+](=O)[O-])o4)c(N)c3cc2c1	11	.
CCCN1CCN(C(=O)Nc2ccc(C(=O)OCC)cc2)CC1	-9	-0.9%
C(=N\N(c1ccccc1)c1ccccc1)/c1ccc(N2CCOCC2)s1	2	1.4%
CC1(C)C(=O)Nc2ccccc2N1C(=O)Cn1ncc(Cl)c(Cl)c1=O	0	-4.3%
CSc1n[nH]c(NC(C)=O)n1	.	0.8%
CC(NC(=O)Cn1nc(C(=O)O)c2ccccc2c1=O)C12CC3CC(CC(C3)C1)C2 (stereo not given)	.	-5.2%
Cc1nc(Nc2c(Cl)cccc2Cl)sc1C(=O)Nc1ccccc1	4	-4.1%
COc1cc(-n2nnnc2SC)c(OC)cc1Cl	4	2.8%
Cc1sc2nc(CN3CCOCC3)nc(N3CCOCC3)c2c1C	.	0.6%
O=C(CSc1nnc(-c2ccc(S(=O)(=O)N3CCCC3)cc2)o1)NCc1ccccc1	6	2.7%
Cc1ccc(OCCSc2ncccn2)c(C)c1	-10	1.8%
Cc1nc2cc(NC(=O)N3c4ccccc4CC3C)ccc2o1 (stereo not given)	.	-3.8%
COc1cccc(NC(=O)COC(=O)c2cccnc2)c1	-4	-3.3%
COC(=O)N[C@H](CC(C)=O)c1ccccc1	.	3.8%
CC(=O)Nc1ccc2c(c1)nc1n2CCN(C2CCCCC2)C1	-2	-2.1%
COC(=O)C1=C(c2cccc(OC)c2OC)C[C@@H]2CC[C@H]1N2C(=O)NCc1ccc(C(F)(F)F)cc1	.	-4.9%
COc1cc2c(cc1O)CCN(C(=O)c1ccco1)C2C (stereo not given)	-8	1.3%
O=C1c2ccccc2C(=O)C12OC2c1ccc(Cl)cc1Cl (stereo not given)	3	0.9%
CCCn1cc([C@@H]2C[C@H]3CN(Cc4cccc(Cl)c4)C(=O)[C@]34CCCN24)c(C)n1	8	3.8%
CN(C)S(=O)(=O)NC(c1ccccc1)c1ccccc1	.	0.6%
Cc1nnc(SCc2ccc3c(c2)OCO3)s1	.	1.1%
Cc1noc(C)c1COC(=O)c1cc2ccccc2cc1O	1	-2.0%
O=C(Nc1ccc(S(=O)(=O)N2CCCC2)cc1)C1CCCN1C(=O)c1cccs1 (stereo not given)	17	8.5%
O=C(CSCc1ccc(Cl)cc1)Nc1ccc(S(=O)(=O)N2CCOCC2)cc1	1	3.0%
COc1ccc(CC(=O)Nc2ccc3c(c2)CCC3)cc1	-10	1.3%
CC1(C)CC(C(N)=S)CCO1 (stereo not given)	.	0.3%
Cc1cc(NC(=O)c2ccccc2)ncc1NC(=O)c1cccs1	14	-0.2%
O=C(CSc1nnc(-c2cccs2)o1)c1cccs1	-1	-1.4%
COc1cc(OC)c(OC)cc1CNc1cc(C)ccc1OC	.	7.1%
Cc1cc(S(=O)(=O)NC(C)C)ccc1OCC(=O)NCc1ccccc1	6	2.6%
O=C(O)CSc1nnc(-c2ccccc2Br)n1-c1cccc(C(F)(F)F)c1	-11	2.5%
COc1ccc(C(=S)N2CCNCC2)cc1	.	-0.7%
Going on with the list.
SMILES	RmlCD inh 1536	M. tuberculosis GlmU
CCCCCC(=O)NN=C1CCN(Cc2ccccc2)CC1	5	-8.9%
c1ccc(-c2ccc(CN3C[C@@H]4C(c5ccccc5)C5(c6ccccc6)CC4(C5)[C@H]3c3ccccc3)cc2)cc1 (stereo not given in full)	.	-5.1%
COc1ccc(Nc2nc(-c3ccc(OC)cc3)cs2)cc1	.	-6.4%
COc1ccc(/C=N/NC(=O)C[n+]2ccccc2)c(OC)c1	4	0.6%
COc1ccc(C2=NO[C@@H]3C(=O)N(c4ccc(C)cc4C)C(=O)[C@H]23)cc1OC	49	6.3%
O=C(O)CC(c1ccc(Cl)cc1)N1C(=O)CCC1=O (stereo not given)	8	-2.3%
CCOC(=O)c1ccc(NC(=O)C2CCCN(S(=O)(=O)c3cnc[nH]3)C2)cc1 (stereo not given)	7	0.4%
CCCCCCCCCCCCCCCC[n+]1ccc(/C=N/O)cc1	-11	-11%
Nc1nnc(SCCN2C(=O)c3ccccc3S2(=O)=O)s1	4	4.5%
COc1cccc(C(=O)N2c3ccccc3Sc3ccccc32)c1	-5	1.3%
CC(C)(C)NC(=O)Nc1ccc2nccnc2c1	9	1.4%
Cc1onc(-c2ccc(Cl)cc2Cl)c1-c1csc(N/N=C/c2ccccc2)n1	18	1.4%
CC(C(=O)Nc1ccccc1Cl)c1ccc([N+](=O)[O-])cc1 (stereo not given)	5	-7.9%
COc1ccc(-c2csc(NC(C)c3nc4cc(C(F)(F)F)ccc4n3CCOCCO)n2)cc1 (stereo not given)	.	1.3%
Cc1nn(-c2ccc(F)cc2)c(N)c1C1(O)C(=O)Nc2ccccc21 (stereo not given)	7	0.4%
O=C(COc1ccccc1)NNC1=NS(=O)(=O)c2ccccc21	8	-0.5%
CN(C)C(CNC(=O)c1ccc(S(=O)(=O)NCc2ccco2)cc1)c1ccccc1 (stereo not given)	0	1.2%
Cc1ccc(-c2nc3ncccn3c2Nc2ccc3c(c2)OCCO3)cc1	.	-3.2%
CCc1ccc(-c2nc(SCC(=O)N3CCOCC3)n[nH]2)cc1	.	-3.2%
CCN(CC)c1ccc(NC(=O)c2cc3ccccc3o2)c(C)c1	-8	2.9%
O=C(Cn1cc(C(=O)C2CC2)c2ccccc21)NCc1ccc2c(c1)OCO2	24	3.9%
COc1ccc(OC)c(S(=O)(=O)N2CCC(C(=O)NC(C)c3ccccc3)CC2)c1 (stereo not given)	.	-0.8%
O=S(=O)(Nc1nc2ccccc2[nH]1)c1ccc(Cl)cc1	3	0.0%
NC1=NC[C@H](Cc2ccc(O)cc2)N1CCCCC1CCCCC1	.	-14%
CCOC(=O)C1=C(CC)Nc2ccccc2N=C1NC(=O)c1ccc(S(=O)(=O)N2CCCC2)cc1	-3	-4.5%
COc1ccc(-c2nc(CSCC(=O)NCc3ccco3)c(C)o2)cc1	6	-0.5%
CN1C(=O)CC(N2CCN(C(=O)CN3CCCC3)CC2)C1=O (stereo not given)	9	-2.0%
Cc1ccc(NC(=O)COC(=O)c2cc(C)nc3ccccc23)c([N+](=O)[O-])c1	11	2.6%
CCCOc1ccc(N2CC(C(=O)Nc3ccc4c(c3)OCO4)CC2=O)cc1 (stereo not given)	7	0.4%
Cc1occc1C(=O)NNC(=O)Nc1ccc(Cl)c(Cl)c1	.	-2.0%
Cc1cccc(NC(=O)c2nc[nH]c2C(=O)N[C@@H](Cc2ccccc2)C(=O)OC(C)(C)C)c1	-15	5.8%
CCNC(=S)N1CCNC(=O)C1CC(=O)OC (stereo not given)	29	-3.7%
CCn1cc(C2CC(=O)NC2=O)c2ccccc21 (stereo not given)	-3	-1.1%
CCn1c(SCC(=O)Nc2sc3c(c2C#N)CCC(C(C)(C)C)C3)nnc1-c1ccco1 (stereo not given)	.	1.2%
O=C(O)c1ccccc1N/N=C\c1ccnc2ccccc12	.	-2.4%
CCCCOC(=O)Cn1cnc2ccc(Br)cc2c1=O	-1	1.5%
O=C1CSC(c2cccs2)N1c1ccccc1 (stereo not given)	1	6.8%
CC(=O)c1cccc(NC(=O)Cn2nc(-c3ccccc3Cl)ccc2=O)c1	-5	-0.5%
Cc1ccc(S(=O)(=O)NC(CC(=O)O)c2ccccc2)c(C)c1 (stereo not given)	.	2.0%
O=c1[nH]c(SCc2ccccc2[N+](=O)[O-])nc2nc[nH]c12	-9	3.2%
CCOC(=O)C1CCN(S(=O)(=O)c2ccc(C)cc2)CC1	5	3.8%
O=C1CC(c2ccc3c(c2)OCO3)Sc2nc3ccccc3n21 (stereo not given)	1	5.0%

Already shown: an excerpt of the list.
SMILES	RmlCD inh 1536	M. tuberculosis GlmU
COc1ccc(-c2nc(CSCC(=O)NCc3ccco3)c(C)o2)cc1	6	-0.5%
CN1C(=O)CC(N2CCN(C(=O)CN3CCCC3)CC2)C1=O (stereo not given)	9	-2.0%
Cc1ccc(NC(=O)COC(=O)c2cc(C)nc3ccccc23)c([N+](=O)[O-])c1	11	2.6%
CCCOc1ccc(N2CC(C(=O)Nc3ccc4c(c3)OCO4)CC2=O)cc1 (stereo not given)	7	0.4%
Cc1occc1C(=O)NNC(=O)Nc1ccc(Cl)c(Cl)c1	.	-2.0%
Cc1cccc(NC(=O)c2nc[nH]c2C(=O)N[C@@H](Cc2ccccc2)C(=O)OC(C)(C)C)c1	-15	5.8%
CCNC(=S)N1CCNC(=O)C1CC(=O)OC (stereo not given)	29	-3.7%
CCn1cc(C2CC(=O)NC2=O)c2ccccc21 (stereo not given)	-3	-1.1%
CCn1c(SCC(=O)Nc2sc3c(c2C#N)CCC(C(C)(C)C)C3)nnc1-c1ccco1 (stereo not given)	.	1.2%
O=C(O)c1ccccc1N/N=C\c1ccnc2ccccc12	.	-2.4%
CCCCOC(=O)Cn1cnc2ccc(Br)cc2c1=O	-1	1.5%
O=C1CSC(c2cccs2)N1c1ccccc1 (stereo not given)	1	6.8%
CC(=O)c1cccc(NC(=O)Cn2nc(-c3ccccc3Cl)ccc2=O)c1	-5	-0.5%
Cc1ccc(S(=O)(=O)NC(CC(=O)O)c2ccccc2)c(C)c1 (stereo not given)	.	2.0%
O=c1[nH]c(SCc2ccccc2[N+](=O)[O-])nc2nc[nH]c12	-9	3.2%
